H9c2 protect: cardioprotection against H2O2-induced cell death, primary screen, uHTS, H9c2 cells, ATPLite luminescence; H9c2 cardiomyocytes, H2O2 injury protection, 2 h; protection from H2O2 cell death, % at 20 µM; hit rate 0.63% among 360,000;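 active = compounds giving at least 50% protection of heart cells from peroxide-induced death in the single-dose screen, raw or plate-pattern-corrected value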;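 note: 0% = DMSO wells with peroxide and 100% = DMSO wells without peroxide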
CaV13 ICDI inh: Disruptors of the CACNA1D IQ motif to Ca2+-dependent inactivation inhibitor domain association, primary screening, Förster resonance energy transfer in intact living …. HEK cells, CFP/YFP FRET ICDI-IQ, plate reader, 10 min; percent FRET-ratio fall versus neutral wells. inhibition, % at 12.3 µM. hit rate 0.098% among 340,000. AID 743397;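 active = mean replicate inhibition of at least 30% and at least 1% of replicates passing that level; inconclusive = only one of the two criteria is met; inactive = neither criterion is met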;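 note: 0% = median of the neutral control wells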
Glyco luc inh: increase of ERlucT glycosylation luciferase signal, primary screen, N-linked glycosylation inhibitor project, D54 ERlucT cells, luminescence, set 2; D54 ERlucT glycosylation luciferase reporter, 24 h; percent of 100 nM tunicamycin response; reporter increase, % at 12.5 µM; hit rate 0.23% among 360,000;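 active = mean luciferase reporter signal, scaled so untreated is 0 and the glycosylation-blocking control 100, at or above a set limit in every replicate; inconclusive = mean reaches the limit but not every replicate does; inactive = mean below the limit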;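 note: luciferase carries N-glycosylation sites so blocking glycosylation raises the light; 0% = median of neutral control wells and 100% = median of 100 nM tunicamycin wells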
Vif imaging: HIV Vif self-association inhibitors, primary screen, imaging, HEK293T, single point. HEK293T cells, Vif self-association by quenched fluorescence, 24 h. inhibition, % at 7.49 µM. hit rate 0.35% among 340,000. AID 602346, 2012; in the data active = inhibition above about 50%, passing the limit was not always enough; inconclusive = no clear call, values can overlap the other calls; inactive = below about 31%; note: some results filed as inactive read as strong as hits
HTR2A ag: mouse Htr2a agonists via beta-arrestin recruitment, primary screen, cell-based, luminescence | hit rate 0.66% among 360,000 | AID 624169, 2012 | activation, % at 7.6 µM | CHO-K1 mHTR2A beta-arrestin complementation; percent of 30 µM serotonin response;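 active = activation above a run cutoff, the mean activation of all tested compounds plus 3 SD, cut at about 14% in these data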;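 note: 0% = plate median of compound wells and 100% = 30 µM serotonin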
MC4R barr agon: MC4R agonists recruiting beta-arrestin, primary screen, cell-based, luminescence, agonist arm of biased-ligand search | Melanocortin receptor 4 (Homo sapiens), P32245 | U2OS MC4R beta-arrestin complementation; percent of melanotan II response, DMSO zero | activation, % at 8.9 µM | hit rate 0.98% among 360,000 | AID 540308, 2011;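 active = activation above a per-plate cutoff, the mean activation of sample wells on that plate plus 3 SD, cut at about 8% in these data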
MC4R antag cAMP: MC4R antagonists of cAMP signaling, primary screen, cell-based, TR-FRET, antagonist arm of biased-ligand search | hit rate 0.48% among 360,000 | AID 540295, 2011 | Melanocortin receptor 4 (Homo sapiens), P32245 | inhibition, % at 6.5 µM | MC4R-expressing cells, MTII-stimulated cAMP, LANCE TR-FRET;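 active = inhibition above its plate's cutoff, the mean of tested wells on that plate plus 3 SD, cut at about 29% in these data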;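 note: 0% = Melanotan II alone and 100% = Melanotan II plus saturating MCL0020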
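System: U2OS-MC4R stable cell line; Technique: Eu-cAMP/anti-cAMP TR-FRET, emission 671 nm; Repeats: single well per compound; Also added: Melanotan II; Dosing: one concentration, 6.5 µM nominal; Schedule: 30-min compound, 1-h challenge, 1-h detection, room temperature.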
PDI turbidity: inhibitors of human PDI, primary screen, biochemical, turbidity, single point, plate reader. hit rate 0.052% among 350,000. AID 588391, 2011. PDI insulin aggregation turbidity, A650, 90 min. Protein disulfide-isomerase (Homo sapiens), P07237. inhibition, % at 10 µM;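 active = mean inhibition across replicates of 30% or more, whatever share of single replicates reach that level; inconclusive = mean inhibition below 30% while every single replicate reaches 30%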;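 note: absorbance from insulin aggregation driven by PDI reduction with DTT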
aDG glyco act: activators of alpha-DG glycosylation, primary screen, uHTS, Pro5-aDG cells, AlphaScreen. alpha-DG glycosylation AlphaScreen (IIH6); 0% Pro5, 100% B10-LARGE cell signal. AID 624168, 2012. activation, % at 10 µM. hit rate 0.22% among 360,000;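 active = activation of at least 8% versus controls, or a plate z-score of at least 8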;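 note: Pro5 are CHO cells carrying HIG-tagged alpha-DG that lacks glycosylation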
ABCB6 inh MLPCN: ABCB6 transporter inhibitors, primary screen, K562-ABCB6 cells, flow cytometry, MLPCN library | ATP-binding cassette sub-family B member 6 (Homo sapiens), Q9NP58 | K562-ABCB6 porphyrin accumulation, 1 h; active compounds read low | fluorescence ratio to DMSO, % at 10 µM | hit rate 0.19% among 360,000 | AID 602162, 2011;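 active = fluorescence ratio to DMSO below 75%, the collection mean minus 3 SD; inconclusive = too few cells collected in the well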;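 note: signal is porphyrin accumulated inside mitochondria; 100% equals median channel fluorescence of DMSO control wells; lower ratio means ABCB6 inhibition with less porphyrin fluorescence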
Target sequence (Q9NP58 whole entry, looked up): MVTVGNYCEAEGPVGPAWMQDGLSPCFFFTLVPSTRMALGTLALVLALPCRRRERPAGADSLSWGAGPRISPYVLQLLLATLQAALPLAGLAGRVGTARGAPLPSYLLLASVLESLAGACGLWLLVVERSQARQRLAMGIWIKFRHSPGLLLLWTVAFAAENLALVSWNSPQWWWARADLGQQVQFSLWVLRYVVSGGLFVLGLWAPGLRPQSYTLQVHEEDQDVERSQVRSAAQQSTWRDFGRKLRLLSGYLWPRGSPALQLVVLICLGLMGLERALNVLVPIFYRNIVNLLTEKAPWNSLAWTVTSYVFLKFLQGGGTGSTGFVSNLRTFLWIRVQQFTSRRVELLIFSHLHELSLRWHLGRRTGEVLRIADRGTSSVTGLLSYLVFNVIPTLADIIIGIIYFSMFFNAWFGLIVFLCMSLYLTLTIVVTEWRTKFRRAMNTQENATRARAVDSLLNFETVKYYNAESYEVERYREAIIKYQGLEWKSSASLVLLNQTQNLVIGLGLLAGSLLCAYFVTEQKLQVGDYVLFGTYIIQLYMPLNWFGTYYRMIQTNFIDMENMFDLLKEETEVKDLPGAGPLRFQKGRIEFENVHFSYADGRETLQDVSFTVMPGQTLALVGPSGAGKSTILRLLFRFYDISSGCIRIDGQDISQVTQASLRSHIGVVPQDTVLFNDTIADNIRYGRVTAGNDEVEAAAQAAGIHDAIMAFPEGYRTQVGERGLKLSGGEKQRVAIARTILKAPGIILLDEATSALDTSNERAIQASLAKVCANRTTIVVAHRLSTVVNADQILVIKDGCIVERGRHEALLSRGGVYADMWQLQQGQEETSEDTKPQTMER
Active calls of the source: *; ? = inconclusive; . = not tested or not shown.

SMILES | H9c2 protect | CaV13 ICDI inh | Glyco luc inh | Vif imaging | HTR2A ag | MC4R barr agon | MC4R antag cAMP | PDI turbidity | aDG glyco act | ABCB6 inh MLPCN
CCN(C(=O)CN1C(=O)NC2(CCc3ccccc32)C1=O)C1CCCCC1 (centres undefined) | 4 | -8 | 1 | 2 | 1 | -1.2 | -7 | -7 | 0.1 | 99
O=C(NNC(=O)c1cc(S(=O)(=O)N2CCOCC2)ccc1Cl)c1ccc(F)cc1 | 0 | -6 | 0 | . | 8 | -0.1 | 10 | 2 | 0.1 | 102
Cc1ccc(S(=O)(=O)N2CCC(C(=O)OCC(=O)N3CC(=O)Nc4ccccc43)CC2)cc1 | -5 | -5 | 1 | 2 | 4 | 1.0 | 20 | 0 | 0.2 | 89
O=c1c2ccccc2[nH]c2ccc(O)cc12 | 3 | 4 | 2 | 5 | -6 | -2.8 | 3 | 14 | 0.0 | 99
COc1ccc(-c2ccc(-c3cc(=O)oc4cc(OC)c(OC)c(OC)c34)cc2)cc1 | -4 | -6 | -3 | -9 | 5 | 2.2 | 19 | 4 | 0.0 | 95
Cc1ccc(NC(=O)C(C)c2cccc(C(=O)c3ccccc3)c2)cc1 (centres undefined) | -15 | -6 | 4 | -3 | -3 | -0.9 | 2 | 2 | 0.2 | 82
O=C(O)C1Nc2ccc(Br)cc2C2C=CCC12 (centres undefined) | 1 | . | 1 | 6 | 6 | -0.3 | 8 | 15 | 0.3 | 93
COc1cc(F)ccc1-c1csc(C(O)(c2ccccc2)C(F)(F)F)n1 (centres undefined) | -18 | -3 | 4 | -4 | 5 | -0.2 | 15 | -1 | 0.1 | 97
COc1ccc(NC(=O)c2ccc(NC(=O)c3cccs3)cc2)cc1 | -5 | -2 | . | . | 5 | 5.1 | 1 | -1 | -0.1 | 96
CSc1nc2ccc(NS(=O)(=O)c3c(Cl)cccc3Cl)cc2s1 | -4 | -3 | 5 | 0 | -2 | 2.0 | 5 | -5 | 0.0 | 105
O=C(c1ccc(-c2ccccc2)cc1)N1CCCC1 | -2 | 0 | 0 | 7 | -2 | -0.4 | -1 | 0 | 0.1 | 108
Cc1ccc([N+](=O)[O-])cc1NC(=O)C1CCN(S(C)(=O)=O)CC1 | 0 | -5 | 4 | 1 | -2 | -2.6 | 1 | -16 | 0.0 | 101
N/C(=N\OC(=O)CCCOc1ccccc1)c1ccc([N+](=O)[O-])cc1 | -4 | 9 | 2 | -5 | -1 | 0.0 | -4 | -2 | -0.1 | 101
COc1ccccc1N1Cc2ccccc2C1 | 5 | -5 | -2 | 0 | 2 | -0.8 | 0 | -8 | 0.6 | 109
COc1ccc(-c2noc(CSc3ccccc3)n2)cc1OC | 27 | -5 | -2 | . | -5 | -1.8 | -1 | -1 | -0.2 | 96
COc1ccc(-c2cc(C(=O)Nc3c(Cl)cc(Cl)cc3Cl)c3ccccc3n2)cc1OC | 16 | -3 | -1 | 2 | 6 | 7.0 | 24 | -11 | -0.4 | 97
CCOC(=O)[C@@H](NC(=O)CC[C@H]1O[C@@H](n2ccc(=O)[nH]c2=O)[C@H](O)[C@@H]1O)C(C)C | 4 | -4 | 2 | 6 | -1 | . | . | . | 0.2 | 96
Cc1cccc(C(C)C)c1NC(=O)COC(=O)CNS(=O)(=O)c1ccccc1 | 7 | -7 | 1 | 4 | 0 | -1.7 | 11 | -1 | 0.3 | 99
COc1ccc(-n2nc3c(N4CCC(C(=O)NC5CCCCC5)CC4)nnc(C)c3c2C)cc1 | -21 | . | -1 | -2 | -5 | -2.6 | 13 | 23 | 2.4 | 98
O=C(CSc1nnc(Cc2cc(=O)[nH]c(=O)[nH]2)n1-c1ccc(Cl)cc1)NC1CCCC1 | 12 | -13 | 0 | 1 | 1 | -1.5 | 6 | . | -0.1 | 104
COc1ccc(CCNC(=O)C2CC(=O)N(c3ccc(C)cc3)C2)cc1 (centres undefined) | -3 | -4 | 1 | 15 | 2 | 0.1 | -1 | 5 | 0.0 | 98
Cc1cccc2cc(CN(CCc3ccccc3)C(=O)N3CCOCC3)c3nnnn3c12 | 8 | -3 | 3 | 4 | -2 | -1.7 | 1 | -8 | -0.2 | 89
O=S1(=O)[C@H]2C[C@@H]3CC[C@]2(CN1Cc1cccc(F)c1)O3 | 5 | -11 | 0 | . | -1 | -1.1 | 2 | 2 | -0.1 | 89
O=S(=O)(O)c1cc2oc(-c3ccccc3)nc2c2ccccc12 | -12 | -7 | 1 | -2 | 8 | 0.3 | -2 | 18 | -0.1 | 99
CCOc1ccccc1NC(=O)COC(=O)CN1C(=O)NC(C)(C)C1=O | 1 | -2 | 2 | 12 | 1 | -1.7 | -1 | -5 | 0.1 | 96
COC(=O)C1=C(C(=O)c2ccccc2)C(c2ccc(OC)c(OC)c2)Nc2nnnn21 (centres undefined) | 8 | -1 | 1 | -3 | -3 | -1.4 | -3 | -12 | -0.1 | 88
O=C(O)c1ccc(Cn2cc(/C=C\[N+](=O)[O-])c3ccccc32)o1 | 3 | -15 | 2 | ? | 3 | -2.5 | -3 | 0 | 0.0 | 101
CC(C)C[C@H]1CN([C@@H](Cc2ccccc2)CN2CCCC2CN2C(=S)NC[C@@H]2Cc2ccccc2)C(=S)N1CC1CCCCC1 (some centres undefined) | . | -7 | . | . | 1 | . | . | . | -0.2 | 92
O=c1c2c3c(sc2nc2n1N=C(c1cccs1)CS2)CCCC3 | -30 | -4 | -7 | 1 | 3 | 0.9 | -1 | 1 | -0.1 | 96
Cc1cccc(C(=O)OCC(=O)Nc2sccc2C(N)=O)c1C | 11 | -12 | 0 | 6 | -2 | 1.0 | 1 | 5 | 0.1 | 103
CN(C)c1ccc(/C=N\NC(=O)CC#N)cc1 | -10 | -1 | 0 | 13 | 0 | -1.9 | 4 | -1 | -0.2 | 97
O=C(N/N=C/c1c[nH]c2ccccc12)c1ccc([N+](=O)[O-])cc1Cl | -2 | . | -1 | 10 | 2 | 2.0 | 9 | 4 | 0.0 | 104
CC(C)N=C(NC#N)SCc1ccc(F)cc1 | -10 | -9 | -1 | 3 | 0 | -2.1 | 2 | 0 | 0.4 | 104
O=C(NC1CCCCC1)C(c1ccccc1)N1CCc2ccccc21 (centres undefined) | 4 | -7 | -3 | . | -2 | 0.0 | 0 | 6 | 0.2 | 102
O=C(N=C1SC2CS(=O)(=O)CC2N1Cc1ccc(Cl)cc1)C1CCCO1 (centres undefined) | -1 | -3 | -1 | 2 | 0 | -1.5 | 13 | -4 | 0.2 | 107
Cc1nc(=O)c(-c2ccccc2)c(C)n1-c1ccc(Br)cc1 | 7 | -21 | 3 | 3 | 0 | -1.2 | 4 | 10 | 0.0 | 98
COC(CNc1ccc([N+](=O)[O-])c(NCC(OC)OC)c1C#N)OC | 2 | -16 | 3 | 11 | -1 | -0.2 | 2 | -5 | 0.1 | 93
Cc1nn(-c2ccccc2)c(Cl)c1C(=O)Nc1nnc(C2CCCC2)s1 | 8 | -4 | 2 | -11 | -7 | 0.9 | 3 | 6 | 0.0 | 92
Clc1ccc(-c2nnc(-c3ccco3)o2)cc1 | -3 | -2 | -1 | . | 3 | -1.1 | 3 | -1 | -0.2 | 96
CCN(CCNC(=O)C1CCCN(c2ncnc3c2nc2n3CCCCC2)C1)Cc1ccccc1 (centres undefined) | 2 | -7 | 3 | -8 | -5 | -2.5 | 4 | -5 | 0.8 | 105

Arranged by value in Glyco luc inh (falling): 3 of the compounds above
| canonical_smiles | Glyco luc inh |
| --- | --- |
| CSc1nc2ccc(NS(=O)(=O)c3c(Cl)cccc3Cl)cc2s1 | 5 |
| Cc1ccc([N+](=O)[O-])cc1NC(=O)C1CCN(S(C)(=O)=O)CC1 | 4 |
| O=C(c1ccc(-c2ccccc2)cc1)N1CCCC1 | 0 |

The results go on:
SMILES | H9c2 protect | CaV13 ICDI inh | Glyco luc inh | Vif imaging | HTR2A ag | MC4R barr agon | MC4R antag cAMP | PDI turbidity | aDG glyco act | ABCB6 inh MLPCN
COc1cc(CCC(=O)OCC(N)=O)cc(OC)c1OC | 2 | -2 | 4 | 10 | 4 | -0.5 | 11 | 10 | 1.7 | 91
N#CC1=C(c2ccc(-c3ccccc3)cc2)COC1=O | -1 | -5 | 1 | -3 | -4 | -1.2 | 6 | 2 | 0.1 | 100
CCCn1c(O)c(N=N)c2ccccc21 | 0 | -3 | 0 | -5 | 2 | -0.6 | -10 | 1 | 0.0 | 89
CC/C(=N/Nc1ccccc1C)c1cnnc(SC)n1 | -5 | -3 | 1 | 10 | 1 | -2.1 | 4 | -2 | 0.1 | 98
COC(=O)CC1SC(=O)NC1=Nc1ccc(O)cc1 (centres undefined) | 0 | -5 | 0 | -16 | 0 | 1.2 | -2 | -4 | -0.2 | 100
CC(C)(C)NC(=O)c1cc(C(C)(C)C)c(O)c(C(C)(C)C)c1 | -1 | -8 | -1 | -12 | 0 | -0.9 | 15 | -7 | 0.0 | 97
COCc1c(C#N)c(NCc2cc(OC)c(OC)c(OC)c2)nc(C)c1[N+](=O)[O-] | -13 | -4 | 2 | -6 | 2 | -0.6 | 0 | -1 | 1.0 | 95
COc1ccccc1NC(=O)C1CC(O)CN1C(=O)Oc1ccccc1 (centres undefined) | 5 | -3 | 2 | -11 | -2 | 3.4 | 15 | 1 | -0.1 | 101
CCCCc1ccc(NC(=O)CSC2=C(C#N)C(c3ccco3)C3=C(CCCC3=O)N2)cc1 (centres undefined) | -14 | . | -2 | -15 | -2 | 2.3 | 7 | 3 | 2.5 | 93
CCOC(=O)c1c(NC(=O)CSc2nccc(=O)[nH]2)sc(C)c1C | 3 | -2 | 2 | -5 | -3 | -2.8 | 3 | -2 | -0.4 | ?
COCCN(C(=S)Nc1cc(C)ccc1C)C(C)c1cccnc1 (centres undefined) | -6 | -4 | 3 | -6 | -1 | -0.2 | 7 | 2 | 0.0 | 98
COc1cccc(C2/C(=C(/O)c3ccc4c(c3)CC(C)O4)C(=O)C(=O)N2c2nnc(C)s2)c1 (centres undefined) | 4 | -4 | 7 | -6 | -1 | -2.4 | 16 | 4 | -0.1 | 96
COc1cc(C2C(C#N)=C(N)OC3=C2C(=O)CCC3)ccc1OC(=O)N1CCOCC1 (centres undefined) | -2 | -7 | 3 | 5 | 2 | -0.6 | 4 | 10 | 0.0 | 94
